High-throughput results as filed in PubChem BioAssay.
LRH-1 inv ag – inverse agonists of human LRH-1 (NR5A2); HEK293T StAR-luciferase reporter, LRH-1 transfected, 24 h; actives 0.13% (n = 360,000); inhibition, % at 3.6 µM;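 active = inhibition above the mean inhibition of all tested compounds plus 3 SD, cut at about 73% in these data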;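 also: 0% = DMSO wells and 100% = reporter-only cells lacking LRH-1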
Target sequence (O00482 whole entry, looked up): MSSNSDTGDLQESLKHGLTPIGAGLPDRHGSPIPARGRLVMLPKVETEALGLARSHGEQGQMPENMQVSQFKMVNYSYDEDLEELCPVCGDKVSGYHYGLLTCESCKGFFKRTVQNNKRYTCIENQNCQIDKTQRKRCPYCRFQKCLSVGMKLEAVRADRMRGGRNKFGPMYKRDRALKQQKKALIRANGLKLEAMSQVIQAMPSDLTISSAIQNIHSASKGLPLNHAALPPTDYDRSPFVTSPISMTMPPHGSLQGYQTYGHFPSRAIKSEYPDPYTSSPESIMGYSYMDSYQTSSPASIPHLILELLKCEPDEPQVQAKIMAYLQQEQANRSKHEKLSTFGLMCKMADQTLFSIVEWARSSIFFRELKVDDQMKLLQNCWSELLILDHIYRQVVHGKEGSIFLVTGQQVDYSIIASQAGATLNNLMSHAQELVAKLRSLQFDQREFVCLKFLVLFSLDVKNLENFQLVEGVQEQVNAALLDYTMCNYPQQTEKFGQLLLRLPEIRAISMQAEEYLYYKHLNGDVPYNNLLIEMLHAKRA
NCOA2 inhibitor – human SRC2 (NCOA2) inhibition | Q15596 | actives 0.17% (n = 370,000) | HEK293 GAL4-SRC2 luciferase reporter, luminescence | AID 651957 | inhibition, % at 9 µM;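 active = inhibition above the mean inhibition of all tested compounds plus 3 SD, set per campaign, cut at about 52% in these data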;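 also: 0% = DMSO treated cells and 100% = cells given Gossypol at 36 µM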
CF NFkB block – cystic fibrosis NF-kB activation inhibition | AID 588850 | inhibition, % at 5 µM | KKLEB NF-kB-GFP reporter, PAF-induced, GFP fluorescence overnight | actives 0.86% (n = 360,000);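 active = at least 50% inhibition at 5 µM, scaled per plate between neutral and stimulator controls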;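 also: PAF is a Pseudomonas aeruginosa culture filtrate used as stimulus; plate controls were PAF-stimulated DMSO wells for no effect and unstimulated DMSO wells for full effect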
TROY NFkB inh – TROY signaling inhibition; Q293 LMP1-TROYcd NF-kB luciferase reporter, 4 h; inhibition, % at 10 µM; actives 0.98% (n = 360,000); AID 1347056;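 active = compounds whose plate-normalised and pattern-corrected inhibition of the luciferase reporter signal at the single screening dose is 50% or more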
COUP-TFII inh – blocks human COUP-TFII nuclear receptor. HEK293T NGFI-A luciferase reporter, luminescence. P24468. actives 0.7% (n = 370,000). inhibition, % at 8.6 µM;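 active = inhibition above a per-plate cutoff, mean inhibition of test wells between control levels plus 3 SD, cut at about 38% in these data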;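 also: cells cotransfected with COUP-TFII expression vector driving the NGFI-A reporter; 0% = median of COUP-TF2 test wells and 100% = reporter-only cells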
Target sequence (P24468 whole entry, looked up): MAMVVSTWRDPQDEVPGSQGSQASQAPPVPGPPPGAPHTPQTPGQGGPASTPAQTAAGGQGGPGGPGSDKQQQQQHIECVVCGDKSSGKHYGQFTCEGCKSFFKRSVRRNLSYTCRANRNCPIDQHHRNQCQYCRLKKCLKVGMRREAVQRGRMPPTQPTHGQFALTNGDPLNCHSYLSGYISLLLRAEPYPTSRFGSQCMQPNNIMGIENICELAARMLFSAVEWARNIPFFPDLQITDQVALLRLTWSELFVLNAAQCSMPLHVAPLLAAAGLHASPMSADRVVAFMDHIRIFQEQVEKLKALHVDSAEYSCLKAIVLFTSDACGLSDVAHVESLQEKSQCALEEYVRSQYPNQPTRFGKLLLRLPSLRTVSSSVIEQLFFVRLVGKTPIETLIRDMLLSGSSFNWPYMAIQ
C8 TRAIL sens – caspase-8 TRAIL sensitization; NB7+C8 cells + TRAIL, ATPlite viability luminescence; actives 1% (n = 360,000); inhibition (viability loss, TRAIL sensitization), % at 10 µM;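 active = compounds causing at least 50% loss of cell viability in the single-dose screen, relative to plate controls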
KKLEB cytotox – counter-screen for CF NF-kB inhibitors: cytotoxicity; KKLEB CF airway cells viability, ATPlite luminescence, overnight; hits give low values; cells stimulated with P. aeruginosa culture filtrate; actives 0.36% (n = 360,000); activity change (cytotoxicity), % at 5 µM;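 active = corrected activity change at or below -50% at 5 µM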
TWEAK Fn14 block – inhibitors of TWEAK-Fn14 interaction signaling. TWEAK-stimulated Fn14 reporter cells, luciferase luminescence, 8 h. inhibition, % at 10 µM. actives 2% (n = 360,000). AID 1159606; in the data active = inhibition above about 50%
NCOA1 inh – inhibitors of human steroid receptor coactivator 1 (SRC1); HEK293 GAL4-SRC1 luciferase reporter, luminescence; actives 0.12% (n = 360,000); AID 588354; inhibition, % at 3.6 µM;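 active = inhibition above the campaign mean plus 3 SD, with each screening campaign given its own cutoff, cut at about 60% in these data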;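 also: 0% = DMSO treated cells and 100% = gossypol at 36 µM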
EBV LMP1 NFkB – inhibitors of Epstein-Barr LMP1-induced NF-kappaB reporter | inhibition, % at 12.5 µM | actives 0.69% (n = 350,000) | LMP1-induced NF-kappaB luciferase reporter cells, luminescence; in the data active = inhibition above about 41%;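 also: 0% = neutral control wells and 100% = reference inhibitor control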
SRC3 inh – human NCOA3 inhibition | Q9Y6Q9 | HEK293 GAL4-SRC3 luciferase reporter, luminescence | inhibition, % at 3.6 µM | actives 0.17% (n = 360,000) | AID 588352;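 active = inhibition above a per-campaign cutoff, the mean of all compounds plus 3 SD, cut at about 60% in these data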;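 also: 0% = DMSO-treated cells and 100% = gossypol-treated cells at 36 µM; higher means less SRC3-driven luciferase light from the GAL4 reporter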
Numbers without * were called inactive; / = not tested or not shown.

SMILES | LRH-1 inv ag | NCOA2 inhibitor | CF NFkB block | TROY NFkB inh | COUP-TFII inh | C8 TRAIL sens | KKLEB cytotox | TWEAK Fn14 block | NCOA1 inh | EBV LMP1 NFkB | SRC3 inh
COC(=O)c1sc(NC(=O)COc2ccccc2C)nc1C | -7 | -14 | -24 | -60 | -48 | -5 | 11 | -38 | -14 | -7 | -24
Cn1c(C(=O)NC2CC2)cc(=O)n(C)c1=O | -6 | 4 | 3 | 6 | 19 | 2 | 0 | 16 | 3 | -4 | 3
Cc1ccc(N(CC(=O)NC2CCCCC2)S(=O)(=O)c2cccs2)cc1 | 4 | 1 | 8 | -6 | 14 | 1 | -13 | -17 | -6 | 5 | 13
Cc1ccc(-c2noc(CSc3nnc(-c4ccncc4)n3-c3ccc(F)cc3)n2)cc1 | -16 | -16 | 18 | -41 | 11 | 16 | -18 | 1 | 0 | 2 | 21
CC(C)(C)CC(C)(C)NC1=CC(=O)OC12CCCCC2 | -6 | -12 | 0 | -3 | -14 | 24 | -4 | -3 | 6 | 0 | 8
O=C(Cc1ccccc1[N+](=O)[O-])NCCSCc1c(F)cccc1Cl | -9 | -38 | -9 | -20 | 7 | -9 | 5 | -7 | -7 | -8 | -6
O=[N+]([O-])c1cc(C(F)(F)F)ccc1NCCCCNS(=O)(=O)c1ccc(Cl)cc1 | 11 | 40 | 0 | 39 | -3 | -1 | 1 | 16 | -4 | 7 | 9
O=C(CCc1ccc(S(=O)(=O)N2CCOCC2)cc1)Nc1nccs1 | 19 | 4 | 0 | 9 | 0 | 5 | 11 | 13 | -5 | -1 | 8
O=C1NC(c2ccccc2)=C(c2ccccc2)C1=O | 14 | -1 | 10 | -17 | -11 | -3 | -7 | 0 | -15 | -7 | -5
CCOC(=O)c1[nH]c2ccc(OC)cc2c1NC(=O)CN1CCc2ccccc2C1 | -11 | -16 | 20 | 35 | 18 | 4 | -16 | 44 | -24 | 9 | -11
Cc1ccc(/C=C/S(=O)(=O)NCC(=O)OCC(=O)Nc2ccc(C(N)=O)cc2)cc1 | 14 | -3 | 5 | 14 | -3 | -5 | -5 | -9 | -4 | 0 | 10
Cc1ccc(CSc2nnc(-c3cccc(S(=O)(=O)N4CCOCC4)c3)n2CC(C)C)cc1 | 25 | -26 | 7 | 1 | 15 | 15 | -1 | -1 | -16 | 3 | 29
COc1ccc(CCNc2ccc(C(CC(N)=O)NC(=O)Cc3cccc4ccccc34)cc2[N+](=O)[O-])cc1 (stereo not drawn) | -30 | 2 | 1 | 13 | -2 | 12 | 3 | -32 | -14 | 2 | 9
COc1cccc(CN2CCNC(=O)C2CC(=O)NCC2CCOCC2)c1 (stereo not drawn) | 3 | 2 | 3 | -5 | 1 | 6 | 6 | -8 | -19 | 4 | 10
CCc1ccc(NC(=O)c2ccnc(C(C)(C)C)c2)cc1 | 15 | -25 | 3 | -2 | 10 | -12 | -1 | -8 | 10 | 5 | 10
CCOC(=O)Cn1nc(C)n(-c2c(C)cccc2C)c1=O | -3 | 1 | -4 | -17 | -5 | -6 | 2 | -2 | -1 | -1 | 5
COc1cc(Cc2nccc3cc(OC)c(OC)cc23)c(S(=O)(=O)O)cc1OC | 9 | -48 | -1 | 16 | -20 | -2 | -1 | 24 | 23 | -5 | 8
Cc1ccccc1C(=O)Nc1cc(S(=O)(=O)N2CCOCC2)ccc1N1CCN(C)CC1 | 11 | 2 | -5 | -8 | 5 | -7 | 8 | 15 | -19 | -2 | -5
CC1CC(C)CN(CCCNC(=O)C2CCCN(c3ncnc4c3nc3n4CCCCC3)C2)C1 (stereo not drawn) | 9 | -22 | -7 | -2 | 16 | -3 | -4 | -30 | 10 | -3 | 8
O=C(c1cccc(N2C(=O)C3C4C=CC(C4)C3C2=O)c1)N1CCN(c2ccccc2F)CC1 (stereo not drawn) | 12 | 15 | 6 | -13 | 21 | 5 | -2 | -11 | -9 | -5 | 4
CN(C)c1oc(COc2ccccc2F)nc1C#N | -29 | -19 | -6 | -27 | -18 | -12 | 5 | 8 | -24 | -5 | -49
COc1ccccc1S(=O)(=O)Nc1ccc2nc(C)sc2c1 | 15 | 8 | 2 | -5 | 12 | 8 | 20 | -2 | 8 | 6 | 28
CC1=CC2=NC(=O)/C(=C\c3cccn3CCOc3ccccc3C)C(=N)N2O1 | 8 | -49 | 18 | 24 | 6 | -6 | 6 | 24 | 5 | 10 | 15
CN(C)CCCN(C(=O)c1ccc(S(=O)(=O)N2CCCC2)cc1)c1nc2c(F)cc(F)cc2s1 | -2 | -13 | -2 | -6 | 12 | 0 | 0 | -3 | -3 | 9 | -1
S=C(Nc1cccc(Cl)c1)N1CCN(c2ccccn2)CC1 | -3 | 17 | -7 | 0 | -1 | 7 | 1 | 33 | 1 | 10 | 11

Overlap with the part before: 2 compounds; new compounds follow.
SMILES | LRH-1 inv ag | NCOA2 inhibitor | CF NFkB block | TROY NFkB inh | COUP-TFII inh | C8 TRAIL sens | KKLEB cytotox | TWEAK Fn14 block | NCOA1 inh | EBV LMP1 NFkB | SRC3 inh
CN(C)CCCN(C(=O)c1ccc(S(=O)(=O)N2CCCC2)cc1)c1nc2c(F)cc(F)cc2s1 | -2 | -13 | -2 | -6 | 12 | 0 | 0 | -3 | -3 | 9 | -1
S=C(Nc1cccc(Cl)c1)N1CCN(c2ccccn2)CC1 | -3 | 17 | -7 | 0 | -1 | 7 | 1 | 33 | 1 | 10 | 11
O=C(c1ccco1)N1CCN(C(=O)C2CC(c3ccccc3F)=NO2)CC1 (stereo not drawn) | 4 | 4 | 22 | 6 | -2 | -6 | -10 | 16 | 6 | 0 | -3
O=C(CNC(=O)c1ccccc1F)NCc1ccccn1 | -13 | 12 | -11 | -7 | -18 | -5 | -17 | 9 | -4 | -4 | -5
Cc1ccc(NC(=O)CCNS(=O)(=O)c2ccc3[nH]c(=O)oc3c2)cc1N(C)C | -5 | -6 | 6 | -29 | -4 | 3 | 0 | -9 | 4 | -6 | -9
Cc1ccc(NC(=O)CSc2nccn2Cc2ccco2)cc1 | -27 | -81 | 11 | -59 | -18 | 0 | 3 | -15 | -104 | -26 | -33
Cc1cccc(NC(=O)c2ccc3ccccc3n2)c1C | -113 | -63 | 0 | -45 | -41 | 19 | -10 | 37 | -113 | -67 | -51
CC1Cc2[nH][nH]c(=O)c2C(C2CCCC2)O1 (stereo not drawn) | -13 | 19 | / | 2 | -8 | -24 | / | -7 | / | / | /
CCOC(=O)C1(C)CCCN(C(=O)c2ccc3c(c2)OCO3)C1 (stereo not drawn) | 3 | -16 | -33 | 2 | 5 | -1 | 1 | 15 | -23 | / | -24
CCCCCSc1nc2c(cnn2-c2ccc(F)cc2)c(=O)[nH]1 | 1 | -21 | 9 | -17 | 21 | -11 | 2 | -6 | 9 | 2 | -3
O=c1cc(CO)oc(CN2CCCC2)c1O | -24 | -3 | 6 | 1 | 1 | -9 | -7 | 0 | -5 | -6 | -11
CC(C)(C)NC(=O)CCN(/N=C/c1ccc([N+](=O)[O-])o1)C1=NS(=O)(=O)c2ccccc21 | 25 | 3 | -1 | -14 | -9 | 9 | -6 | 2 | -37 | -26 | -6
C/C=C/c1ccc(OCC(=O)Nc2cc(OC)c(OC)c(OC)c2)c(OC)c1 | -2 | 8 | -17 | 17 | 14 | 3 | 4 | -13 | 6 | 9 | 20
O=C(COC(=O)c1ccc(S(=O)(=O)N2CCOCC2)cc1)Nc1ccccc1F | -4 | 16 | 0 | -2 | 8 | 5 | 7 | 8 | -8 | 2 | -15
O=C(Nc1cccc(S(=O)(=O)NC2=NCCCCC2)c1)c1cc(-c2ccccc2Cl)nc2ccccc12 | 2 | -29 | -16 | 8 | 0 | -4 | 4 | 37 | -2 | 3 | 13
COc1ccc(C(O)c2nc(-c3cccc(C(=O)O)c3)cs2)cc1 (stereo not drawn) | -43 | -17 | 18 | -75 | -26 | 0 | 7 | -20 | -32 | / | -73
CC(C)Nc1nc(NC(C)C)nc(C(N)=O)n1 | 0 | -13 | -7 | -8 | -3 | 1 | 12 | -8 | -10 | -5 | 10
Cc1ccccc1CS(=O)(=O)c1snnc1C | -1 | 11 | 7 | -12 | 0 | -5 | 1 | 8 | -14 | 3 | -2
COc1ccc(-c2ccc3c(c2)c(C#Cc2ccsc2)c(-c2cc(OC)cc(OC)c2)n3C)cc1 | 0 | 10 | -2 | -38 | 0 | 17 | -16 | 21 | 4 | -14 | -1
COc1ccc(Cl)cc1C(=O)NNC(=O)c1cc2ccccc2o1 | -7 | 10 | -21 | -7 | 11 | -1 | 8 | -42 | -2 | -3 | 4
COc1cc(NC(=O)c2ccc3c(=O)n(Cc4ccco4)c(=S)[nH]c3c2)cc(OC)c1OC | -25 | -37 | -7 | 6 | 0 | 2 | 0 | 0 | 6 | -5 | -16
Cc1cc(Cl)nc(Cl)c1C(=O)NCc1ccc(Cl)cc1 | 1 | -8 | -19 | -11 | 20 | -4 | 15 | -9 | 11 | 11 | 4
CCOc1cnc(-c2ccc(OC)cc2)o1 | -98 | -51 | 8 | -14 | -41 | 9 | -2 | -32 | -207 | -26 | -85
CCOc1cccc(CN2CCC(Oc3ccc(C(=O)NCc4ccccn4)cc3)CC2)c1 | 2 | -26 | 13 | -18 | 20 | 11 | -12 | 4 | 0 | 11 | 13
Cc1nn(CCC(=O)Nc2cccc(C#N)c2)c(C)c1S(=O)(=O)N1CCCCC1 | 14 | -9 | 7 | -15 | 10 | -11 | 2 | 5 | 11 | 0 | 9
Cc1cc(C)c(C#N)c(OCC(=O)c2ccccc2)n1 | 15 | -15 | -12 | 4 | 4 | -12 | 10 | 4 | 0 | -4 | 15
Cc1ccc(-n2nc3ccc(NC(=O)/C=C/c4ccco4)cc3n2)cc1C | -93 | -27 | -12 | 8 | -9 | 3 | -2 | 31 | -65 | -54 | -86
Additional compounds:
SMILES | LRH-1 inv ag | NCOA2 inhibitor | CF NFkB block | TROY NFkB inh | COUP-TFII inh | C8 TRAIL sens | KKLEB cytotox | TWEAK Fn14 block | NCOA1 inh | EBV LMP1 NFkB | SRC3 inh
CS(=O)(=O)c1cccc(C(=O)Nc2ccc(S(=O)(=O)N3CCCCC3)cc2)c1 | -2 | 27 | 3 | 11 | 4 | 7 | 4 | 3 | -1 | 7 | 13
Cc1cc(C)c(S(=O)(=O)N2CCCOC2CNC(=O)C(=O)NCc2cccnc2)c(C)c1 (stereo not drawn) | 10 | 5 | 3 | -13 | -9 | -4 | -10 | -10 | 4 | -2 | 1
N#Cc1c(C(F)(F)F)cc(-c2ccccc2)nc1SCC(=O)N1CCOCC1 | -8 | -37 | -10 | 1 | -8 | 1 | 6 | -3 | -53 | 0 | 3
Cc1ccc(C)c(NC(=O)CN(C)C(=O)c2cccc(-n3cccc3)c2)c1 | 5 | -6 | 11 | -4 | -5 | -4 | -5 | -10 | -22 | 4 | -2
O=C(O)C1C2C=CC(O2)C1C(=O)NCCC1=CCCCC1 (stereo not drawn) | -6 | / | 5 | 19 | / | -1 | 6 | 5 | -8 | 3 | -4
O=C(CNC(=S)N(CCCN1CCOCC1)Cc1cccs1)NCc1ccccc1 | 9 | -24 | -1 | -21 | -9 | 6 | 7 | 25 | -3 | 3 | 5
CC(C)CNC(=S)N1CCN(c2nc(-c3ccc(Cl)cc3)cs2)CC1 | -12 | -3 | 5 | 29 | 9 | -2 | 2 | 22 | 6 | 20 | -8
